Compound activity from PubChem.
PLK1 kinase inh = blocks human PLK1 kinase activity; P53350; recombinant PLK1 kinase, TR-FRET peptide phosphorylation; inhibition, % at 10 µM; actives 0.53% (n = 97,000);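 active = inhibition of 50% or more in the single-concentration screen; inactive = inhibition below 50%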;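 also: 0% = DMSO max control and 100% = H-89 dihydrochloride min control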
Target sequence (P53350 whole entry, looked up): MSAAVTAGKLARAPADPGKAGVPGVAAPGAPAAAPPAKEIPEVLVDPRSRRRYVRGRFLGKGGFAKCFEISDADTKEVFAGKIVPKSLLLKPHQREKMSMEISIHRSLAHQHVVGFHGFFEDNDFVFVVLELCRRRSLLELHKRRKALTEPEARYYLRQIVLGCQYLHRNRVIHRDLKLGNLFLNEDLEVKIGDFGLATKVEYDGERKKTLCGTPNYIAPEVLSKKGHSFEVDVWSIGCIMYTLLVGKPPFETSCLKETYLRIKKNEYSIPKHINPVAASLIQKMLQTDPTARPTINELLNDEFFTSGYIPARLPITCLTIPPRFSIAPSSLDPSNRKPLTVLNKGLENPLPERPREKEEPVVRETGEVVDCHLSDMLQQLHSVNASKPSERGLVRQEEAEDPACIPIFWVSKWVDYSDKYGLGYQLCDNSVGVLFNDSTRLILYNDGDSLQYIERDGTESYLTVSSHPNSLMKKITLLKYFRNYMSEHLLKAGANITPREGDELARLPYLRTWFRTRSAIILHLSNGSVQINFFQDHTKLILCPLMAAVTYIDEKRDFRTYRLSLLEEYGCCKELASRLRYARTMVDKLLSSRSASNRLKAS
E coli WT exp = growth inhibitors of E. coli BW25113 wild type; OD600 absorbance; growth inhibition, % at 100 µM; actives 0.15% (n = 98,000); AID 710;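 active = growth inhibition above about 50% at one test dose, limit read from the data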;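 also: growth measured after 20 h incubation at 37 °C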
hDAT+cocaine = human DAT dopamine uptake with cocaine, either direction. Q01959. LLC-PK1 hDAT cells, [14C]-dopamine uptake with cocaine IC80; actives deviate in either direction. B-score at 10 µM. actives 1.3% (n = 110,000);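 active = Z score or B-score, a plate-position-corrected score, falls beyond the plate's 99.7% confidence bounds, in either direction; inactive = both scores lie inside the 99.7% bounds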;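 also: scored against the spread of the other compound wells on the same plate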
VCAM1 TNFa inh = reduces TNF alpha induced VCAM1 expression in HUVEC; actives 0.48% (n = 95,000); HUVEC TNFa-induced VCAM-1 immunofluorescence, high-content imaging; inhibition, % at 2 µM;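 active = inhibition above the batch mean plus 3 SD, with images confirmed as a hit by eye, cut at about 37% in these data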;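 also: 0% = TNF-stimulated DMSO wells and 100% = unstimulated control wells; not every result past the cut was called active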
F-actin modifier = alters cytoskeleton assembly in HUVEC cells. HUVEC TNFa F-actin phalloidin imaging, high content. inhibition, % at 2 µM. actives 0.18% (n = 91,000);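 active = inhibition above the batch mean plus 3 SD and confirmed as a hit by visual image inspection, cut at about 30% in these data, passing the limit was not always enough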; also: strong numbers were not always called active
HUVEC tox IL1B = HUVEC cytotoxicity counter-screen, IL-1B stimulated; HUVEC cell count loss, Hoechst imaging; cell count reduction, % at 2 µM; actives 0.41% (n = 94,000); AID 845;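 active = cell count reduction more than 3 SD above the screen-wide mean, cut at about 70% in these data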;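 also: normalized per plate to untreated control cells as the no-loss baseline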
sEH inhibitor = inhibitors of human soluble epoxide hydrolase; AID 707; recombinant human sEH enzymatic activity assay; actives 0.34% (n = 91,000); inhibition, % at 2 µM; in the data active = inhibition above about 80%; also: values of inactives mirror those of a sister screen read the other way; many of its hits are not listed in these tables
HUVEC tox TNFa = HUVEC cytotoxicity counter-screen, TNF alpha stimulated; cell count reduction, % at 2 µM; AID 848; HUVEC TNFalpha-stimulated, Hoechst cell count, imaging; actives 0.17% (n = 93,000);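 active = cell count reduction exceeding the screen mean by over 5 SD, scaled to untreated wells per plate, cut at about 78% in these data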;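 also: cells counted after 24 h of TNF alpha exposure following the 1 h pretreatment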
PLK1 PBD inh = Plk1 (human) PBD binding inhibition | Plk1 PBD phosphopeptide binding, fluorescence polarization | inhibition, %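 (tested at about 20 µM)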 | actives 0.13% (n = 97,000); in the data active = inhibition above about 34%, passing the limit was not always enough
Active calls of the source: *; . = no result given; & = joins results of further samples.

Start of the data: the first three records, to show the layout:
Compound	PLK1 kinase inh	E coli WT exp	hDAT+cocaine	VCAM1 TNFa inh	F-actin modifier	HUVEC tox IL1B	sEH inhibitor	HUVEC tox TNFa	PLK1 PBD inh
COc1ccc2c(c1)CC(C1(O)C(=O)Nc3ccccc31)C2=O (stereo unspecified)	-19	5	0.26	-13	13	-37	0	16	-11
CCOc1ccccc1Nc1nc2ccccc2[nH]1	-12	23	2.1	5	-1	-35	6	-9	-17
O=S(=O)(c1cccc(NC(=S)Nc2ccc(Br)cc2Cl)c1)N1CCOCC1	-5	18	0.46	11	22	-16	13	-37	0

All compounds of this part, previewed entries included:
Compound	PLK1 kinase inh	E coli WT exp	hDAT+cocaine	VCAM1 TNFa inh	F-actin modifier	HUVEC tox IL1B	sEH inhibitor	HUVEC tox TNFa	PLK1 PBD inh
COc1ccc2c(c1)CC(C1(O)C(=O)Nc3ccccc31)C2=O (stereo unspecified)	-19	5	0.26	-13	13	-37	0	16	-11
CCOc1ccccc1Nc1nc2ccccc2[nH]1	-12	23	2.1	5	-1	-35	6	-9	-17
O=S(=O)(c1cccc(NC(=S)Nc2ccc(Br)cc2Cl)c1)N1CCOCC1	-5	18	0.46	11	22	-16	13	-37	0
O=C(Nc1cc(C(=O)N2CCOCC2)ccc1N1CCCC1)c1cccs1	-8	0	1.7	-1	-13	-4	-7	.	-17
CC(C)C(c1nnnn1CCc1ccccc1)N1CCN(C(=O)c2ccco2)CC1 (stereo unspecified)	-7	3	0.29	14	-62	8	2	-5	-30
Cn1c(SCC(=O)N2CCOCC2)nnc1-c1cccc(NC(=O)c2ccccc2)c1	-3	3	-0.25	-1	18	25	-3	-2	-4
CC(C)c1nnc(NC(=O)CCC(=O)N2CCN(Cc3ccccc3)CC2)s1	0	6	-0.067	-48	7	23	-1	-50	-1
CCOC(=O)C1CCCN(C(=O)c2cc3c(C)nc4ccccc4c3o2)C1 (stereo unspecified)	-13	6	1.6	17	11	-4	7	-20	3
COc1nc(-c2ccncc2)nc2ccccc12	42	3	0.2	10	-32	-8	-21	16	-23
Cn1cnnc1-c1cccc(NS(=O)(=O)c2ccc(N3CCCC3=O)cc2)c1	-9	.	-1.5	9	-14	.	-1	11	-23
CCCNc1nc(NCC)nc(OC)n1	-6	1	0.3	5	3	-23	10	-18	-17
Cc1ccc(C)c2sc(NC(=O)c3ccc(N4CCCCC4)c([N+](=O)[O-])c3)nc12	-16	-15	-0.11	10	-57	-70	-9	6	13
CC(=O)C(C)Oc1ccc2c3c(c(=O)oc2c1C)CCCC3 (stereo unspecified)	-6	2	.	12	-12	-11	-5	-33	-12
Cc1oc(-c2ccc(Cl)cc2)nc1CN1CCCC(C(=O)N2CCN(C(=O)c3ccco3)CC2)C1 (stereo unspecified)	62*	9	0.03&1.2	.	.	.	.	.	-5
Cn1c(/C=C/c2ccc([N+](=O)[O-])o2)nc2ccccc2c1=O	-15	65*	1.3	46	-42	19	-3	9	-30
CC(=O)Nc1ccc(S(=O)(=O)N2CCN(c3ccc(C)c(Cl)c3)CC2)cc1	-3	1	-0.47	8	-8	1	10	-3	-12
COc1ccc(C(=O)NCCc2nnc(SCc3nc4ccccc4c(=O)[nH]3)n2C)cc1	-10	-4	-0.14	-15	12	-21	0	-24	6
CCS(=O)(=O)Nc1c(C(=O)O)[nH]c2ccccc12	0	-5	1.2	0	2	0	5	-9	7
CS(=O)(=O)NC1c2cccc3cccc(c23)C1Sc1nncn1/N=C/c1ccco1 (stereo unspecified)	6	4	0.06	-15	-54	1	6	4	-7
COc1cc(/C=N/NC(N)=S)ccc1OC(=O)c1ccc(C)cc1	-4	-2	0.18	33	-21	8	-3	13	0
CCN(CC)C(=O)c1sc(NC(=O)c2cc(-c3ccc(C)s3)nc3ccccc23)c(C(=O)OC)c1C	-10	-14	0.66	9	6	-19	-8	-22	17
CC1CCN(C2(O)C(=O)Nc3ccc([N+](=O)[O-])cc32)CC1 (stereo unspecified)	-7	0	-0.097	-24	-16	7	3	-36	-2
O=C(NCc1cccc(C(F)(F)F)c1)c1cc(Cl)cc(Cl)c1	-15	5	-0.78	-3	-41	4	54	0	-38
O=C(/C=C/c1ccccc1)NCCSCc1ccccc1Cl	-19	-11	-0.22	-1	-6	-18	30	-2	19
O/N=C(\COc1ccccc1O)c1ccccc1	-1	13	-0.1	-20	-5	-4	11	-25	18
C=CCn1c(SCc2c(C)noc2C)nc2sc3c(c2c1=O)CCC(C)C3 (stereo unspecified)	1	-4	0.34	-10	24	-121	-14	-27	-22
Cc1ccc(S/C=C\C(=O)c2ccccc2)cc1	0	1	-0.54	13	.	5	-16	-10	-20
CCOC(=O)c1c(NC(=O)C2C3CCC(O3)C2C(=O)O)sc(C)c1-c1ccc(F)cc1 (stereo unspecified)	-15	1	-0.75	-8	-18	19	-12	11	1
CCCn1nc2cc(C(=O)NCCc3ccc(C)cc3)ccc2c1OCC	1	5	0.88	5	12	-8	-1	-11	-14
CCCOC(=O)CSc1nnc(-c2cc(OC)c(OC)c(OC)c2)o1	-11	-1	-0.44	20	32	-29	6	-32	-1

Remaining list, next part:
Compound	PLK1 kinase inh	E coli WT exp	hDAT+cocaine	VCAM1 TNFa inh	F-actin modifier	HUVEC tox IL1B	sEH inhibitor	HUVEC tox TNFa	PLK1 PBD inh
CCC1CCCCN1CCNS(=O)(=O)c1ccc2c(c1)oc(=O)n2C (stereo unspecified)	-16	-12	-0.62	14	-5	-68	-9	-20	4
CCSc1nc2ccc(OC)cc2cc1C#N	-15	.	-0.57	12	-10	20	8	.	-22
O=S(=O)(Nc1ncn[nH]1)c1ccc2ccccc2c1	-14	3	-1	-11	5	9	-6	2	29
CCn1c(CSCc2ccc(C)cc2)nnc1SCC(=O)N1CCN(c2ccccc2)CC1	-6	-13	0.94	-18	0	3	-14	-30	-8
C=CCNC(=S)NNC(=O)C(CCC(C)C)CC(C)O (stereo unspecified)	-3	0	-0.31	10	5	-223	7	-10	-9
COc1ccc(C(C(=O)NC2CCCCC2)N(CC2CCCO2)C(=O)CNC(=O)c2ccco2)cc1 (stereo unspecified)	-8	-5	-0.081	9	11	4	-18	0	30
COCc1nnc(N)s1	-10	3	0.06	-5	-2	16	-23	5	-3
COc1cccc(C(=O)NC2CCN(C(=O)N3c4ccccc4Sc4ccccc43)CC2)c1	-10	-15	1.7	16	12	-27	21	-10	2
Cc1ccc(S(=O)(=O)N2CCC(C(=O)N[C@@H](Cc3ccccc3)C(=O)O)CC2)cc1	-5	-2	-0.038	-12	-18	19	38	6	18
CCC(C)NC(=O)C1CCN(C(=O)N(C)C)CC1 (stereo unspecified)	-9	3	0.1	0	-2	.	.	3	5
Cc1cccc(CN2CCN(c3ccccn3)CC2)c1	0	.	-0.88	-1	0	-15	7	-15	-3
O=C(CSCc1ccccc1Cl)NN=C1CCCCCC1	0	-6	0.26	0	19	19	62	-1	-29
CCOC(=O)C(C(=O)NCCCN1CCOCC1)C1CCCCC1 (stereo unspecified)	-21	.	0.83	-8	9	7	-3	-24	16
CCOC(=O)N1CCN(C(=O)CN(c2cccc(C(F)(F)F)c2)S(C)(=O)=O)CC1	0	5	-8.7*	-4	-16	-26	.	-2	-5
CCS(=O)(=O)N1CCN(C(=O)CC(C)C)CC1	-14	-5	2	3	-22	2	-19	0	0
COc1cccc(C2=Nn3c(nnc3-c3ccccc3O)SC2)c1	-13	-7	.	7	-46	-6	8	4	-3
COc1ccc2[nH]c3c(N4CC(C)OC(C)C4)ncnc3c2c1 (stereo unspecified)	-4	10	1.8	6	9	3	12	-34	-24
Cc1nc(C)c(C(=O)NCc2ccc(Cl)cc2)o1	-14	-1	-0.44	-5	-15	5	-7	21	20
CCCSc1nsc(SCCC)c1C(N)=O	-12	-2	-0.15	11	17	-1	7	-29	5
S=c1nc(-c2ccco2)[nH][nH]1	-2	-5	-0.85	4	15	2	-16	-26	-11
CCCCn1nc2cc(C(=O)NC[C@@H]3CCCO3)ccc2c1OCC	-14	1	-0.58	15	25	6	10	-7	-27
c1cc2c(cc1Oc1nc(N3CCOCC3)nc(N3CCOCC3)n1)OCO2	-3	-8	0.83	3	-3	9	6	-19	-14
O=C(NCc1ccco1)C(c1cccnc1)N(C(=O)Cn1nnc2ccccc21)c1ccc(F)cc1 (stereo unspecified)	-11	-4	-0.012	-7	-9	-36	-7	-50	-14
CCOC(=O)C1CSC(CC(=O)Nc2ccc(Cl)cc2)C(=O)N1 (stereo unspecified)	-18	7	0.94	3	-1	-52	33	-10	-3
Cc1sc(NC(=O)C(C)C)c(C(=O)Nc2ccccc2)c1C	-17	3	-0.03	-1	-3	-23	0	7	8
COc1ccc(Cc2nc(C(=O)Nc3ccc(OC)cc3)cs2)cc1	-2	-13	0.43	-3	0	-19	19	-26	9
Cc1onc(-c2ccccc2Cl)c1C(=O)Nc1nnc(-c2ccc(Cl)cc2Cl)s1	-14	-14	-0.56	7	7	12	-8	-28	1
Cc1nn(-c2ccccc2)c(C)c1/C=N/N1CCN(c2ccccc2)CC1	-15	-5	1.5	6	9	14	-11	-14	16
CC1Cc2ccccc2C(=O)N1 (stereo unspecified)	3	8	0.11	14	-9	-4	-10	-22	30
COCCCn1c(C)nnc1SCC(=O)NCc1ccco1	-8	.	0.11	-3	27	-48	3	-32	-18

Other records follow:
Compound	PLK1 kinase inh	E coli WT exp	hDAT+cocaine	VCAM1 TNFa inh	F-actin modifier	HUVEC tox IL1B	sEH inhibitor	HUVEC tox TNFa	PLK1 PBD inh
Cc1c(-c2ccccc2)c(P(=O)(N2CCOCC2)N2CCOCC2)c2ccccn12	-8	3	-0.57	3	10	11	-11	-20	-3
COc1ccc(N(CC(=O)O)S(=O)(=O)c2c(C)n[nH]c2C)cc1	2	-2	-0.16	-20	9	4	17	-31	-4
Cc1ccc(C)c(CSc2nnc(-c3ccccn3)n2N)c1	-8	3	-0.95	10	-3	-3	-11	-22	-23
O=C(c1cc(=O)c2ccccc2o1)N1CCCc2ccccc21	-12	4	0.8	-6	-57	9	-2	0	-16
COc1ccc(NC(=O)c2c(C)oc3c2CCCC3)cc1	-14	-1	-0.37	10	31	-20	-3	2	-20
CC(=O)c1cccc(-n2nnnc2SCC(=O)N2CCCC2)c1	-4	0	-0.94	-3	9	0	-2	-15	19
